High-throughput results from PubChem BioAssay.
PAX8 inh HTS: PAX8 transcriptional activity inhibition. RMG-I TPO-luciferase reporter, SteadyGlo, 24 h. inhibition, % at 12.6 µM. 1.2% of 360,000 active;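 active means mean replicate inhibition at least 60% with every replicate also reaching 60%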;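 further: luciferase light reporting Pax8 driven TPO promoter activity; plate controls were median of neutral control wells for no effect and mitoxantrone controls for full effect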
Cneo AK release: causes C. neoformans cell lysis; adenylate kinase release luminescence, 4 h; normalised: neutral wells 0, clomiphene wells 100; lysis activity, % at 15 µM; 0.2% of 360,000 active;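 active means mean lysis activity across replicates of at least 80%, whatever share of replicates individually reach that level; inactive means mean lysis activity below 80%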
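Assay system: log-phase C. neoformans yeast / Quantity: yeast cell density of 5 × 10^6 cells/mL / Medium: fresh YPD growth medium / Compound: single dose / Timing: static 4 h at 37 °C with compound, 1 h detection / Measured by: adenylate kinase release luminescence / Read-out: lysis from increased AK signal / Benchmarks: Clomiphene as positive lysis control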
EWS-Fli block: blocks EWS/Fli oncoprotein-driven transcription | A673 NR0B1-luciferase reporter, viability-normalised | inhibition, % at 12.6 µM | AID 651661 | 0.67% of 350,000 active;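 active means mean inhibition of at least 50% after viability correction, with every replicate also passing that limit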;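 further: firefly luciferase signal divided by Alamar Blue viability fluorescence both relative to DMSO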
FN deposition inh: fibronectin deposition inhibition. AH1F fibroblasts, Alexa488-fibronectin deposition fluorescence, overnight. inhibition, % at 12.6 µM. 0.086% of 350,000 active. AID 743247;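 active means mean inhibition across replicates of 30% or more, regardless of how many single replicates reach that level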;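 further: positive control wells lacked labelled fibronectin entirely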
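Schedule: 1 h cell adhesion before compound, then overnight fibronectin incubation; test system: AH1F fibroblast monolayer depositing Alexa488-labelled fibronectin into matrix; quantity: 10000 AH1F cells per well; probe or stimulus: fluorescent fibronectin at 24 nM final; signal: fluorescence, ex 485 nm, em 525 nm; evaluation: percent inhibition as loss of matrix-bound fibronectin fluorescence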
Casp6 inh: inhibitors of human caspase-6; purified caspase-6, Z-VEID-R110 cleavage fluorescence; P55212; 0.53% of 350,000 active; inhibition, % at 12.5 µM;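 active means mean inhibition across replicates at least about 35%, with every replicate also reaching that limit, limit read from the data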;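 further: 0% = median of neutral control wells and 100% = no fluorescence left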
Target sequence (P55212 24-179 limits assumed): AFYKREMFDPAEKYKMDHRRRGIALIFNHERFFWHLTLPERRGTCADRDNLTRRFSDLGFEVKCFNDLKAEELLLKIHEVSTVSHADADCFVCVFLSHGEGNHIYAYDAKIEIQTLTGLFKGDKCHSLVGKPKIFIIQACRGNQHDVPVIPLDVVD
Target sequence (P55212 194-293 limits assumed): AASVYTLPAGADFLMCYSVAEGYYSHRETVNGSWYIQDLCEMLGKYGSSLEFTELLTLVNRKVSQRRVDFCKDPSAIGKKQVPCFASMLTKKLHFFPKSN
LGR2 antag: inhibitors of bursicon-induced Drosophila LGR2 receptor cAMP signaling. HEK293 LGR2, CRE-luciferase, bursicon-stimulated, 4 h. inhibition, % at 9.99 µM. 0.35% of 380,000 active. AID 720647;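 active means drop in luminescence signal, shown as inhibition above about 50% in the replicate tests, limit read from the data, passing the limit was not always enough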;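 further: agonist challenge used bursicon conditioned medium at about half maximal strength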
PGC1a acetyl inh: PGC1a acetylation modulation, inhibitor mode. U2OS PGC1a acetylation, AlphaScreen anti-acetyl-lysine; with virally co-expressed GCN5 acetyltransferase. inhibition, % at 15.6 µM. 0.17% of 350,000 active. AID 651687;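 active means every replicate shows inhibition of at least 40%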;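 further: 0% = neutral control wells and 100% = positive control wells; some results beyond the cut were filed as inactive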
miR-122 sensor: inhibitors of miR-122 in Huh7 cells. Huh7 miR-122 Renilla luciferase sensor, 48 h; neutral wells = 0, positive control = 100. activation (reporter increase), % at 12.5 µM. 0.3% of 340,000 active. AID 602342;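 active means mean replicate activation score at least 90 and every replicate individually at or above 90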;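 further: higher luciferase means less miR-122 activity so hits act as miR-122 inhibitors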
The depositor's hits bear a star; x = no result given; & = joins results of further samples; [ ] = remark or other dose.

SMILES	PAX8 inh HTS	Cneo AK release	EWS-Fli block	FN deposition inh	Casp6 inh	LGR2 antag	PGC1a acetyl inh	miR-122 sensor
CCCC(=O)c1ccc(CP(=O)(OCC)OCC)o1	20.7	-2.1	-0.1	-3.8	1.7	4.7	8.5	x
COP(=S)(OC)c1c(C)nn(CCC#N)c1NC(=O)c1ccc(Cl)cc1	-14.7	-1.1	x	-3.3	1.4	-1.1	-4.6	5.8
CC1CCN(C(=O)CCl)CC1	24.4	x	16.9	9.9	-3.2	11.5	x	x
CC(CN1CCOCC1)OC(=O)Cc1ccccc1 (configuration not stated)	5.5	x	5.0	-1.1	2.3	1.2	-5.7	x
O=C(Cc1cc(=O)[nH]c(=O)[nH]1)N1CCN(CCO)CC1	0.4	2.1	-4.4	-1.7	-3.4	-20.8	x	x
COc1cc(CN2CCNCC2)cc(OC)c1OC	-14.8	-1.3	9.9	1.4	-2.1	-2.2	x	-1.9
Cc1ccc(-n2c(O)c(/C=N/N3CCOCC3)c(=O)[nH]c2=S)cc1	-21.8	x	4.2	-3.5	-2.4	-4.6	x	x
CC(C)(O)C1C2OC(=O)C1C1(O)CC3OC34C(=O)OC2C14C (configuration not stated)	-14.8	-0.3	-8.0	5.7	2.4	9.0	3.1	-1.8
O=[N+]([O-])c1ccc(N2CCNCC2)cc1N1CCCCC1	83.1*	x	12.4	x	0.8	6.3	x	x
O=C1NC(=O)C(=Cc2c(Cl)cccc2Cl)C(=O)N1	6.8	x	1.6	10.0	18.0	-9.1	x	x
COc1ccc(CC2c3cc(OC)c(OC)cc3CCN2C)cc1OC (configuration not stated)	x	9.4	-11.6	x	10.9	1.1	4.2	-4.9
Cc1ccc(OC(=O)N(C)C[C@H]2OCc3cnnn3CCCC(=O)N([C@H](C)CO)C[C@@H]2C)cc1	-22.7&-6.7	9.0&-2.5&-4.5	-6.8&6.2&5.7	8.0	-0.3&-2.9&0.6	4.6&-5.8	6.5&3.3&8.1	-2.6
COC(=O)C1=C(c2cc3ccccc3o2)C[C@@H]2CC[C@H]1N2C(=O)NC(C)C	-6.8	0.9	-2.5	2.4	2.8	6.0	x	x
CC(CC(C#N)(c1ccccc1)c1ccccc1)N(C)C (configuration not stated)	x	1.6	0.0	x	5.9	0.6	4.9	-1.0
O=C1NC(=O)N(Cc2ccccc2)C(=O)/C1=C/C=C/c1ccco1	27.4	x	64.7*	0.9	38.6*	13.8	x	x
C#C[C@]1(O)CC[C@H]2[C@@H]3CCC4=Cc5nc6nc7ccccc7n6cc5C[C@]4(C)[C@H]3CC[C@@]21C	50.1	-3.6	32.2	-3.0	-24.9	16.2	-45.2	6.8
COC(=O)c1c(C)n(Cc2ccccc2)c2ccc(O)cc12	5.3	-8.2	1.9	8.5	2.0	3.2	12.4	0.2
C/C=C/c1ccc([C@@H]2[C@@H](CO)N3CCCCN(C(=O)Cc4ccncc4)C[C@H]23)cc1	-6.2	-3.5	-6.9	x	-1.3	-1.2	5.8	7.6[16.7 µM]
COc1ccc(CC(=O)N(C)C2CCCN(Cc3ccccc3F)C2)cc1OC (configuration not stated)	14.9	-1.3	5.7	9.7	-1.5	11.6	24.8	-11.6
CCCc1nc2ccccc2c(=O)n1-c1ccc(O)cc1	-3.4	x	-10.2	-1.1	0.6	x	1.3	-0.8
C=CC(=O)OCCO	-0.4	-0.9	-0.2	-2.1	0.8	13.2	-11.7	16.2
CC(C)OC(=O)Cc1ccccc1	x	0.7	-1.6	x	-2.7	-0.5	2.6	-5.5
CCCNC(=O)[C@H]1[C@H](CO)[C@H]2Cn3c(cccc3=O)[C@H]2N1C	-14.0	2.7	-4.5	x	0.7	0.5	x	x
COC(=O)C1=C(c2cccc(OC)c2OC)C[C@@H]2CC[C@H]1N2C(=O)NCc1ccco1	-32.2	-2.7	-5.6	0.9	-2.8	2.3	-3.8	-4.6
C1=NCCCN2CCCCC12 (configuration not stated)	0.9	0.6	-4.7	-7.3	-3.2	-6.5	3.2	-2.7
Cc1ccc(N)cc1N	x	5.0	-3.9	x	-4.9	-11.8	-1.0	-3.9
CCOc1ccc(Cc2c(O)[nH]c(=O)[nH]c2=O)cc1	x	3.8	x	x	x	-7.8	-4.2	1.9
COc1ccc(C(c2nnnn2Cc2ccccc2)N2CCC3(CC2)C(=O)NCN3c2ccccc2)cc1 (configuration not stated)	14.4	-13.1	6.3	6.2	3.7	36.0	3.5	4.3
OC1C2CN3CN(C2)CC1(c1ccccc1)C3 (configuration not stated)	-6.8	0.5	1.9	2.8	4.5	3.9	-13.4	0.1
COC(=O)C1=Nc2ccccc2/C1=C\c1c(O)n(-c2cc(OC)ccc2OC)c(=O)[nH]c1=O	-9.0	x	7.5	1.1	16.6	4.6	x	x
CC1CN=C(Nc2ccccc2)S1 (configuration not stated)	x	-1.4	x	-3.9	x	x	9.8	1.7
CCCC[n+]1cc(=N)o[n-]1	-10.4	x	2.1	-9.5	-4.6	4.0	-10.7	x
O=C(Cc1cccnc1)N1CCCCN2[C@H](CO)[C@@H](c3ccc(C#CC4CCCC4)cc3)[C@H]2C1	0.9	4.5	0.3	x	0.4	-11.6	12.3	-3.2[16.7 µM]
C#CC[N+]1(C)[C@@H]2CC(OC(=O)C(CO)c3ccccc3)C[C@H]1C(O)C2 (some centres not stated)	-4.7	0.4	-8.4	-7.7	-11.9	-12.1	2.6	-3.3
COc1cc2c(cc1O)C[C@H]1c3c(cc(O)c(OC)c3-2)CCN1C	-14.4	-2.4	3.4	-3.3	6.3	0.0	0.0	-12.2
COc1ccc(CCNC(=O)COC(=O)Cc2ccccc2)cc1	6.5	3.8	x	-9.0	x	7.4	12.9	1.9
COC(=O)C1=C(c2cccc(OCc3ccccc3)c2)C[C@@H]2CC[C@H]1N2C(=O)NCc1ccc(OC)cc1	12.8	-0.1	5.7	-5.2	-1.5	38.1	-2.8	1.3
Cn1c(=O)c2c(nc(N/N=C/c3c(O)n(C4CCCCC4)c(=S)[nH]c3=O)n2C)n(C)c1=O	7.9	x	-33.7	-5.0	4.4	4.0	0.6	x
O=C(COC(=O)Cc1ccccc1)Nc1cc(S(=O)(=O)N2CCOCC2)ccc1N1CCCC1	12.5	-2.9	0.8	1.3	-3.4	2.1	1.8	-3.7
COP(=O)(NC(C)=O)SC (configuration not stated)	15.7	0.7	-3.4	x	x	3.0	0.3	2.4
Clc1ccc(-c2nc3ccc(Cl)cn3c2CN2CCCCC2)cc1	-25.8	3.1	-17.8	-2.8	-1.1	-13.9	-1.5	-1.1
CCCCn1nnnc1C(c1ccnc2ccccc12)N1CCC2(CC1)C(=O)NCN2c1ccccc1 (configuration not stated)	11.1	-9.9	0.8	2.5	2.5	-0.3	-4.8	0.4
CCOC(=O)c1cccc(-[n+]2c(-c3ccccc3)cc(-c3ccccc3)cc2-c2ccccc2)c1	89.1*	9.2	16.8	-8.1	8.7	15.4	x	x
COc1cccc(OC)c1CN1CCCC(C(=O)c2cccc(Cl)c2)C1 (configuration not stated)	-3.5	0.3	16.6	-6.1	-1.4	10.4	-22.5	1.8
CCNC(=O)NNC(=O)C1CC(c2cccnc2)=NO1 (configuration not stated)	6.0	-0.1	2.2	-3.4	-1.4	x	x	2.7
O=c1[nH]c2ccccc2n1C1CCN(C(CCc2ccccc2)c2nnnn2Cc2ccccc2)CC1 (configuration not stated)	108.4*	-0.4	23.6	40.7*	-0.3	99.4*	103.5*	2.8
CNC(=O)N(C)c1ccc(C(O)(C(=O)OC)C(F)(F)F)cc1 (configuration not stated)	7.8	3.1	2.1	-10.4	-1.5	8.8	2.3	-1.4
CC1(O)CCN2C(=O)CCc3cccc1c32 (configuration not stated)	-27.8	-1.4	9.1	-3.4	6.3	12.3	19.5	1.8
CCOc1ccc(-c2cc(C)[n+](CCN3CCOCC3)c(-c3ccc(OCC)cc3)c2)cc1	97.5*	x	6.9	-4.5	0.7	7.7	-9.5	x
O=P(Oc1ccccc1)(Oc1ccccc1)N1CCN(c2ccc(F)cc2)CC1	15.9	x	13.2	-0.1	2.1	8.3	x	x
O=C1NC(=O)N(c2ccccc2)C(=O)/C1=C/c1coc2ccc(O)cc2c1=O	1.2	-1.4	12.1	0.2	28.5	14.5	11.0	0.4
Cc1ccc(N)c(C(=O)c2ccccc2)c1	x	-3.5	-0.7	x	2.0	-3.1	-3.2	x
COC(=O)[C@@H]1[C@@H](CO)[C@@H]2Cn3c(cccc3=O)[C@H]1N2C(=O)C1CC1	x	-3.6	3.7	x	0.0	-14.0	x	x
COCCn1c(-c2ccccc2)cc(C(=O)O)c1C	3.0	-0.7	x	1.5	x	x	3.5	0.9
CCN(CC)P(=O)(c1n(CC)cc[n+]1CC)N(CC)CC	29.9	x	9.5	3.5	0.9	15.2	x	x
COc1ccc(OC)c(N=Cc2c(O)[nH]c(=O)[nH]c2=O)c1	12.3	8.2	0.7	-0.9	-1.5	7.0	4.2	-0.3
CCC(c1nnnn1Cc1ccccc1)N1CCC2(CC1)C(=O)NCN2c1ccccc1 (configuration not stated)	2.8	-22.4	-2.2	5.0	-1.7	23.6	-30.1	0.7

Compounds from the list above that contain a halogen:
SMILES	PAX8 inh HTS	Cneo AK release	EWS-Fli block	FN deposition inh	Casp6 inh	LGR2 antag	PGC1a acetyl inh	miR-122 sensor
COP(=S)(OC)c1c(C)nn(CCC#N)c1NC(=O)c1ccc(Cl)cc1	-14.7	-1.1	x	-3.3	1.4	-1.1	-4.6	5.8
CC1CCN(C(=O)CCl)CC1	24.4	x	16.9	9.9	-3.2	11.5	x	x
O=C1NC(=O)C(=Cc2c(Cl)cccc2Cl)C(=O)N1	6.8	x	1.6	10.0	18.0	-9.1	x	x
COc1ccc(CC(=O)N(C)C2CCCN(Cc3ccccc3F)C2)cc1OC (configuration not stated)	14.9	-1.3	5.7	9.7	-1.5	11.6	24.8	-11.6
Clc1ccc(-c2nc3ccc(Cl)cn3c2CN2CCCCC2)cc1	-25.8	3.1	-17.8	-2.8	-1.1	-13.9	-1.5	-1.1
COc1cccc(OC)c1CN1CCCC(C(=O)c2cccc(Cl)c2)C1 (configuration not stated)	-3.5	0.3	16.6	-6.1	-1.4	10.4	-22.5	1.8
CNC(=O)N(C)c1ccc(C(O)(C(=O)OC)C(F)(F)F)cc1 (configuration not stated)	7.8	3.1	2.1	-10.4	-1.5	8.8	2.3	-1.4
O=P(Oc1ccccc1)(Oc1ccccc1)N1CCN(c2ccc(F)cc2)CC1	15.9	x	13.2	-0.1	2.1	8.3	x	x

This is a subset; count on the stated rates, not on these rows.
